Source: PubChem BioAssay (Sanford-Burnham Center for Chemical Genomics)
TAG inh: inhibitors of triacylglycerol accumulation; H9c2 cells, Nile Red lipid (TAG) fluorescence; cells loaded with 200 µM oleic acid; inhibition, % at 12.5 µM; 0.66% of 230,000 active;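 active means pattern-corrected inhibition of lipid staining of at least 50% with the nuclear-stain viability signal not falling by more than 50%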;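 further: 0% = DMSO wells and 100% = triacsin C control wells; some results filed as inactive read as strong as hits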
TAG inh DAPI viability: recorded beside TAG inh, whose call it bears; DAPI nuclei signal change (viability), lower = more cytotoxic, %;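 whole-well DAPI fluorescence read on a plate reader as a viability signal; minus 50 percent equals half of cells still viable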
* = called active by the depositor; & = joins results of further samples. A portion of the library; rates above refer to the full screens.

entry	SMILES	TAG inh	TAG inh DAPI viability
1	O=c1[nH]c(N2CCN(Cc3ccc4c(c3)OCO4)CC2)nc2c1CCC2	-29.7	10.1
2	CN1C(=O)C(=Cc2coc3ccccc3c2=O)C(=O)N(C)C1=O	0.3	2.9
3	COC(=O)C1=C(c2ccc(-c3ccccc3)c(F)c2)C[C@@H]2CC[C@H]1N2C(=O)NCCOc1ccccc1Cl	5.5	1.4
4	CN1/C(=C\C=C2C(=O)NC(=S)NC2=O)C(C)(C)c2ccccc21	-51.9	0.4
5	Cn1c(O)c(C(=O)c2ccccc2F)c(=O)n(C)c1=O	18.6	-11.4
6	COc1nc(NCC2CCCO2)nc(N2CC3CC(C2)c2cccc(=O)n2C3)n1 (stereo not drawn)	5.6	-4.2
7	COc1ccc2c(c1OC)C(=O)O[C@@H]2[C@H]1c2cc3c(cc2CCN1C)OCO3	11.6	1.8
8	CC(=Nc1ccc(F)cc1)c1c(O)n(C)c(=O)[nH]c1=O	-7.8	-0.4
9	Cc1ccc(Cc2c(C)nc3nc(SCC(=O)N4CCC5(CC4)OCCO5)nn3c2C)cc1	-8.2	-6.3
10	O=C1CC(N2CC2)C(=O)N1c1ccccc1 (stereo not drawn)	7.3	-0.4
11	CN1CC(C#N)C2(O)c3ccccc3CCC2C1 (stereo not drawn)	-12.0	7.2
12	CC(C)(C)NCC(O)c1cc(Cl)c(N)c(Cl)c1 (stereo not drawn)	-8.3	-2.1
13	COC(=O)C1=C(c2ccc(C(C)=O)cc2)C[C@@H]2CC[C@H]1N2C(=O)NCCNC(C)=O	-8.6	-6.1
14	CC1CCN(c2cc(Br)c([N+](=O)[O-])cc2F)CC1	-18.4	7.3
15	COc1cc(C(=O)NN=Cc2ccc(N(CCCl)CCCl)cc2)cc(OC)c1OC	6.8	2.7
16	COC(=O)C1=C(c2ccc3ccccc3c2)C[C@@H]2CC[C@H]1N2C(=O)N1CCOCC1	6.6	-8.4
17	Cc1cc(OCC(=O)O)c2c3c(c(=O)oc2c1)CCCC3	-7.2	-4.9
18	CC(=O)Nc1cccc([As](=O)(c2cccc(NC(C)=O)c2)c2cccc(NC(C)=O)c2)c1	10.2	1.8
19	CC(C)(C)NC(=S)/N=C(\N)N[N+](=O)[O-]	5.0	-18.2
20	Cc1cc(C)cc(N2C(=O)/C(=C\c3ccc(N4CCN(C)CC4)o3)C(=O)NC2=S)c1	3.1	-1.1
21	c1ccc(CCn2nnnc2CN2CCC(n3nnc4ccccc43)CC2)cc1	16.9	-7.8
22	COC(=O)C1=C(c2ccc(F)cc2F)C[C@@H]2CC[C@H]1N2C(=O)NCCO	-1.0	-0.3
23	C#CCN[C@H](C)Cc1ccccc1	-4.0	1.4
24	O=S(=O)(NC1CCCCCCC1)OCC(Cl)(Cl)Cl	-2.9	7.5
25	COC(=O)[C@@H]1C[C@H]1[C@@H](NP(=O)(c1ccccc1)c1ccccc1)c1ccccc1	35.9	-6.1

(listing goes on)
entry	SMILES	TAG inh	TAG inh DAPI viability
26	O=c1[nH]c(=O)n(CCc2ccc(F)cc2)c(O)c1/C=N/N1CCCCC1	-0.2	-5.9
27	C[C@H](CO)N1C[C@H](C)[C@H](CN(C)C(=O)Oc2cccc3ccccc23)OCc2cnnn2CCCC1=O	-6.5	5.8
28	COc1ccc(C2(C#N)CC[N+](C)(C)CC2)cc1	12.2	-3.8
29	OC1/C(=C/c2ccccc2F)N2CCC1CC2 (stereo not drawn)	-18.2	-11.2
30	Cc1cccc(C(=O)NC(Oc2ccccc2)C(Cl)(Cl)Cl)c1 (stereo not drawn)	24.0	-7.8
31	CC(=O)OC1C(=O)OCC23CCC4(C)OC4C2OC2CC(OC(=O)C=CC=CC(=O)OCCC1C)C3(C)C21CO1 (stereo not drawn)	130.9	-85.1
32	O=C1NC(=O)N(c2ccc3c(c2)OCO3)C(=O)/C1=C\c1ccc(-c2ccccc2C(=O)O)o1	-5.9	8.6
33	COC(=O)C1=C(c2ccccc2OCc2ccccc2)C[C@@H]2CC[C@H]1N2C(=O)NCc1ccc(OC)cc1	10.9	1.6
34	COC(=O)C1=C(c2ccc(C(C)=O)cc2)C[C@@H]2CC[C@H]1N2C	-31.4	5.5
35	CCCN(CCC)C(=O)Cc1c(-c2ccc(Cl)cc2)nc2c(Cl)cc(Cl)cn12	6.5	-8.9
36	COC(=O)C1=C(c2ccc(S(C)(=O)=O)cc2)C[C@@H]2CC[C@H]1N2C(=O)N1CCC(C)CC1	-12.3	0.1
37	CCOC(=O)C1C(=O)N(C)C2(C)CC1c1ccccc1O2 (stereo not drawn)	-9.5	12.0
38	CCN(CC)P(=O)(NC(=O)C(Cl)(Cl)Cl)N(CC)CC.[Cl-].[Cl-].[Cl-].[Nd+3]	-2.4	9.0
39	CC1CC(OC(=O)c2ccccc2)(c2ccccc2)C(C)CN1C (stereo not drawn)	13.2	2.1
40	O=c1oc2ccccc2c(O)c1[C@H]1c2ccc(O)cc2Oc2c1c(=O)oc1ccccc21	5.4	-6.5
41	COc1cc2c(cc1OC)C(C(=O)NC(C)C)C1CCCCN1C2=O (stereo not drawn)	7.4	-9.4
42	N/C(=N/[N+](=O)[O-])N1CCN(C(=O)c2ccc(Cl)cc2)CC1	6.9	-7.5
43	O=C(O)CCCOc1ccc(Cl)cc1Cl	0.6	2.6
44	CN(C)CCNC(=O)c1cccn(Cc2cc(C(F)(F)F)cc(C(F)(F)F)c2)c1=O	3.3	7.2
45	Cc1ccnc(NS(=O)(=O)c2ccc(N=Cc3c(O)n(C)c(=O)n(C)c3=O)cc2)n1	-2.1	0.8
46	O=C(O)C1CC2(Cl)C(Cl)=C(Cl)C1(Cl)C2(Cl)Cl (stereo not drawn)	5.6	3.8
47	Nc1c(C(=O)NCC2CCCO2)c2nc3ccccc3nc2n1Cc1ccco1 (stereo not drawn)	20.8	25.0
48	CN1Cc2c(c(C#N)c(N)n(C)c2=S)CC1(C)C	-5.0	5.8
49	CCSc1cc(C2C(C#N)=C(N)Oc3n[nH]c(C)c32)c(C)o1 (stereo not drawn)	-15.0	0.8
50	CN1C2C=C(N(C(=O)c3ccc(Cl)cc3)c3ccccc3)CC1CC2 (stereo not drawn)	19.4	-5.4

Further entries follow.
entry	SMILES	TAG inh	TAG inh DAPI viability
51	COC(=O)C1=C(c2ccc(OC)c(OC)c2)C[C@@H]2CC[C@H]1N2C(=O)NCC1CC1	-21.2	-7.6
52	CCOP(=O)(OCC)C(NC(=O)c1ccccc1Cl)=C(Cl)Cl	-9.2	13.6
53	CCCNC(=O)N1[C@H]2CC[C@@H]1C(C(=O)OC)=C(c1c(C)noc1C)C2	-5.9	37.7
54	CCN(CC)CCN=Cc1c(O)n(Cc2ccccc2)c(=O)[nH]c1=O	-0.2	-1.8
55	O=C1NC(=O)C(CCc2ccncc2)(CCc2ccncc2)C(=O)N1CCc1ccc(F)cc1	10.7	-9.8
56	CCCCNC(=O)CN1C(=O)CN=C(c2ccccc2)c2ccccc21	10.9	-7.0
57	O=[N+]([O-])c1ccccc1CN1CC=C(c2ccc(F)cc2)CC1	-8.5	0.5
58	O=c1[nH]c(=O)n(-c2ccc(F)cc2)c(O)c1C=NCCN1CCCCC1	-0.3	1.8
59	N#CCCn1cc(C=C2C(=O)NC(=O)NC2=O)c(-c2ccccc2)n1	7.2	13.8
60	CCCCOC(=O)C1=C(N)OC2=C(C(=O)CCC2)[C@]12C(=O)Nc1ccccc12	-8.5	11.0
61	CC(C)(C)C(=O)c1cn(CC(=O)NCc2ccco2)c2ccccc12	-10.8	4.7
62	C=Cn1ccnc1P(=S)(c1ccccc1)c1nccn1C=C	0.4	-6.6
63	Cc1cnc(-n2c(=S)[nH]c3ccccc3c2=O)s1	-6.1	0.4
64	C=CCN1C(=O)NC(=O)C(CCc2ccncc2)(CCc2ccncc2)C1=O	4.5	-4.4
65	CC(C)(O)/C=C/C(=O)C(C)(O)C1C(O)CC2(C)C3CC=C4C(C=C(O)C(=O)C4(C)C)C3(C)C(=O)CC12C (stereo not drawn)	8.0	-25.5
66	O=C(COc1ccccc1)N1CCN(CC(O)COc2ccccc2)CC1 (stereo not drawn)	5.9	5.2
67	Cc1cccn2c(=O)c3c(nc12)N1CCCCCC1C1(C3)C(=O)N(C)C(=O)N(C)C1=O (stereo not drawn)	-15.3	1.2
68	O=C(N/N=C/c1c(O)n(CCc2ccccc2)c(=O)[nH]c1=O)c1ccccc1O	1.5	4.1
69	C[C@]12CCC3C(CC[C@H]4[C@H](O)[C@H](O)CC[C@]34C)C1CCC2=O (stereo partly drawn)	7.2	-7.0
70	C1CNC2NCCNC2N1 (stereo not drawn)	-23.5	-3.7
71	Brc1ccc2[nH]cc(C=NN3CCCCCC3)c2c1	-1.0	-0.4
72	Cc1ccc(-n2c(C)cc(/C=C3/C(=O)NC(=O)N(C)C3=O)c2C)cc1	-7.2	0.3
73	COC(=O)C1=C(c2cccc(OCc3ccccc3)c2)C[C@@H]2CC[C@H]1N2C(=O)NCc1cccc(C(F)(F)F)c1	10.0	0.1
74	CC1CN2C(=O)C1(c1ccccc1)C(=O)NC2=S (stereo not drawn)	10.7	-4.2
75	Cc1ccc2c(c1)N(CCC(=O)N1CCC3(CC1)OCCO3)C(=O)C(C)O2 (stereo not drawn)	15.6	-0.9

7 of the compounds above, with values under each structure:
Each structure is followed by: TAG inh	TAG inh DAPI viability
60. CCCCOC(=O)C1=C(N)OC2=C(C(=O)CCC2)[C@]12C(=O)Nc1ccccc12
→ -8.5	11.0
61. CC(C)(C)C(=O)c1cn(CC(=O)NCc2ccco2)c2ccccc12
→ -10.8	4.7
62. C=Cn1ccnc1P(=S)(c1ccccc1)c1nccn1C=C
→ 0.4	-6.6
63. Cc1cnc(-n2c(=S)[nH]c3ccccc3c2=O)s1
→ -6.1	0.4
64. C=CCN1C(=O)NC(=O)C(CCc2ccncc2)(CCc2ccncc2)C1=O
→ 4.5	-4.4
65. CC(C)(O)/C=C/C(=O)C(C)(O)C1C(O)CC2(C)C3CC=C4C(C=C(O)C(=O)C4(C)C)C3(C)C(=O)CC12C (stereo not drawn)
→ 8.0	-25.5
66. O=C(COc1ccccc1)N1CCN(CC(O)COc2ccccc2)CC1 (stereo not drawn)
→ 5.9	5.2

The results go on.
entry	SMILES	TAG inh	TAG inh DAPI viability
76	Cc1nc2ccccc2c(=O)n1-c1ccc(Cl)cc1Cl	-7.2	4.1
77	COC(=O)C1=C(c2cccc(C#N)c2)C[C@@H]2CC[C@H]1N2C(=O)NCCNC(C)=O	-13.7	0.7
78	CCCN1CCc2cccc3c2[C@H]1Cc1ccc(O)c(O)c1-3	23.1	-6.8
79	O=C(/C=C/c1ccccc1)N1Cc2ccccc2-n2nncc2C1	-3.0	1.8
80	C=CCOC(=O)C1=C(C)OC(N)=C(C#N)[C@@]12C(=O)N(CC(N)=O)c1ccccc12	-0.7	-6.1
81	CCc1nc2ccc(Br)cc2c(=O)n1-c1ccccc1C(F)(F)F	2.2	-17.2
82	CCCC/C(C)=C/[C@@H](NP(=O)(c1ccccc1)c1ccccc1)c1ccccc1	-6.1	-10.5
83	O=C(Nc1ccccc1)c1c(O)[nH]c(=S)[nH]c1=O	0.0	-1.6
84	O=C(O)c1c[nH]c2ccc(S(=O)(=O)N(CCCl)CCCl)cc12	2.9	0.0
85	CCC(=NCCO)c1c(O)n(-c2ccccc2)c(=O)[nH]c1=O	8.1	-3.4
86	N#C/C(=C\c1ccc(O)cc1)C(=O)O	-1.3&6.2	0.5&0.0
87	CCOC(=O)c1ccccc1C(=O)OCC	-10.8	-4.6
88	CC(C)CCOC(=O)c1c(N)n(CC2CCCO2)c2nc3ccccc3nc12 (stereo not drawn)	22.5	104.4
89	CCCc1[nH]nc2c1C1(C(=O)N(CC(N)=O)c3ccccc31)C(C(=O)OC)=C(N)O2 (stereo not drawn)	35.6	-16.0
90	COC(=O)C1=C(c2cccc(OC)c2OC)C[C@@H]2CC[C@H]1N2C(=O)N1CCC(O)CC1	-1.3	-4.6
91	CC(C)N1C(=O)NC(=O)C2(Cc3cc([N+](=O)[O-])ccc3N(C)C2c2ccccc2)C1=O (stereo not drawn)	11.3	0.3
92	Cc1c(Oc2cc(NN3CCCCC3)c([N+](=O)[O-])cc2[N+](=O)[O-])cccc1[N+](=O)[O-]	-2.0	1.8
93	CC(Cc1ccc(O)cc1)NCC(O)c1cc(O)cc(O)c1 (stereo not drawn)	8.7	-1.9
94	COc1ccc(-n2c(O)c(/C(C)=N/N3CCCCCC3)c(=O)[nH]c2=O)cc1	-0.1	0.2
95	Cc1ncc(CNC(=O)N(CCCl)N=O)c(N)n1	11.3	-3.6
96	O=C1CN=C(c2cccs2)c2c(sc3c2CCCC3)N1	-5.2	13.2
97	CC[C@H]1CN2CCC1C[C@H]2[C@H](O)c1ccnc2ccc(OC)cc12 (stereo partly drawn)	-12.9	11.7
98	Cc1cccc(N2C(=O)NC(=O)/C(=C\c3cnn(-c4ccccc4)c3)C2=O)c1	7.5	12.9
99	Cc1ccccc1NC(=S)NC(NC(=O)CF)C(Cl)(Cl)Cl (stereo not drawn)	-3.7	-10.5
100	CC1=C(C(=O)Nc2ccccc2)S(=O)(=O)CCO1	2.1	-1.6

The list continues:
entry	SMILES	TAG inh	TAG inh DAPI viability
101	COc1cc(/C=C/c2nc3ccccc3c(=O)n2-c2cccc(O)c2)ccc1O	30.7	2.0
102	CCCCCCC(=O)N/N=C/c1c(O)n(C2CC2)c(=S)[nH]c1=O	0.2	1.4
103	CN1CC=C(c2c[nH]c3ccccc23)CC1	-0.3	3.2
104	Cc1cc(C(=O)OCC(=O)Nc2cccc(F)c2)c(C)n1C1CC1	9.3	2.8
105	COc1ccc(NP2(=O)NCCCN2)cc1	1.9	3.4
106	COc1ccc(-c2nc3ccccc3c(=O)n2-c2nccs2)cc1	3.5	6.2
107	CCOP(=O)(Cc1ccc(C(=O)CC)o1)OCC	-3.9	-9.8
108	COc1cc(OC)c(OC)cc1/C=C1\C(=O)NC(=O)N(Cc2ccccc2)C1=O	8.0	-2.1
109	Oc1ccccc1CN(CCc1ccccc1)Cc1ccccc1	-10.9	-3.9
110	CCN(CC)CCN=Cc1c(O)n(CCc2ccccc2)c(=O)[nH]c1=O	15.5	-7.3
